Tn6 DDE FP: inhibitors of Tn6 peptide binding to fibrin DD(E), primary screen, biochemical, fluorescence polarization, human fibrin, Tn6 probe; Fibrin DD(E) TRITC-Tn6 fluorescence polarization displacement; 370,000 compounds, 0.21% hits; inhibition, % at 8.3 µM;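 active = inhibition above a per-campaign cutoff: mean of compounds within control limits plus 3 SD, cut at about 15% in these data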;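 also: 0% = median of all compound wells on the plate and 100% = blocking peptide control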
DDE Tn7 FP inh: inhibitors of Tn7 peptide binding to fibrin DD(E), primary screen, biochemical, fluorescence polarization, human fibrin, Tn7 probe; FP displacement of FITC-Tn7 peptide from fibrin DD(E); 0% = median of compound wells per plate; inhibition, % at 8.3 µM; 370,000 compounds, 0.13% hits; AID 720508, 2013;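 active = inhibition above the mean of compounds falling within the control limits plus 3 SD of them, cut at about 14% in these data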;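 also: 0% = plate median of compound wells and 100% = 10 µM Aha-Tn7 peptide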
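Also added: labelled Tn7 tracer, 0.1 µM; Assay system: human fibrin DD(E) protein; Amount: 2 µM fibrin DD(E); Schedule: 10 min compound pre-incubation, 3 h probe incubation at room temperature; Repeats: one replicate per compound; Read-out basis: percent inhibition; Measured by: fluorescence polarization of the labelled Tn7 tracer.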
ARFGAP1 inh: inhibitors of rat ARFGAP1 GAP activity, primary screen, biochemical, fluorescence polarization, GDP tracer. 360,000 compounds, 0.26% hits. AID 651572, 2012. Arfgap1-stimulated ARF1 GTP hydrolysis, GDP FP detection. inhibition, % at 16.5 µM;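 active = inhibition above a per-plate limit, mean inhibition of low control wells plus 3 SD, cut at about 25% in these data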;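 also: 0% = DMSO wells with enzyme and 100% = wells lacking Arfgap1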
Target sequence (Q62848 1-136 limits assumed): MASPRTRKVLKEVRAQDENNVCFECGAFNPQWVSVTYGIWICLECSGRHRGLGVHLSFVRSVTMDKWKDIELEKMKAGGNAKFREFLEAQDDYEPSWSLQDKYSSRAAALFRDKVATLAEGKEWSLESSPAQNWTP
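System: truncated rat Arfgap1 GAP domain / Medium: HEPES-based buffer, pH 7.5 / Also added: N-terminally truncated human ARF1-GTP substrate / Incubation: enzyme reaction 120 min at 25 °C after 20 min preincubation / Measured by: FP of antibody-bound GDP Alexa 633 tracer, ex 620/em 688 nm / Replicates: singlicate, each compound tested once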
PLCg1 inh: PLC-gamma1 enzyme inhibitors, primary screen, biochemical, fluorescence, purified enzyme. AID 720700, 2013. 1-phosphatidylinositol 4,5-bisphosphate phosphodiesterase gamma-1 (Homo sapiens), P19174. fluorogenic substrate. 370,000 compounds, 0.84% hits. inhibition, % at 12.2 µM; in the data active = inhibition above about 9.5%
ASAP1 inh: inhibitors of human ASAP1 ArfGAP activity, primary screen, biochemical, fluorescence polarization. inhibition, % at 16.5 µM. ASAP1-stimulated ARF1 GTP hydrolysis, GDP FP detection. Arf-GAP with SH3 domain, ANK repeat and PH domain-containing protein 1 (Homo sapiens), …. 360,000 compounds, 0.19% hits. AID 624377, 2012; in the data active = inhibition above about 25%;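 also: 0% = vehicle with enzyme and substrate and 100% = no enzyme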
PLC-beta3 inh: human PLC-beta3 inhibitors, primary screen, biochemical, fluorescence | 1-phosphatidylinositol 4,5-bisphosphate phosphodiesterase beta-3 (Homo sapiens), Q01970 | Purified PLC-beta3, fluorogenic substrate | inhibition, % at 12.2 µM | 370,000 compounds, 0.18% hits; in the data active = inhibition above about 11%;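 also: 0% = median of compound wells on plate and 100% = full blocker control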
ADAM17 inh: ADAM17 inhibitors, primary screen, biochemical, QFRET; Disintegrin and metalloproteinase domain-containing protein 17 (Homo sapiens), P78536; recombinant ADAM17, EDANS/DABCYL FRET peptide cleavage; inhibition, % at 6.95 µM; 370,000 compounds, 0.83% hits; AID 720648, 2013;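 active = inhibition above the mean of compounds lying between control limits plus 3 SD, set per campaign, cut at about 8.5% in these data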;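 also: 0% = DMSO-only wells as the low control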
Target sequence (P78536 215-824 limits assumed): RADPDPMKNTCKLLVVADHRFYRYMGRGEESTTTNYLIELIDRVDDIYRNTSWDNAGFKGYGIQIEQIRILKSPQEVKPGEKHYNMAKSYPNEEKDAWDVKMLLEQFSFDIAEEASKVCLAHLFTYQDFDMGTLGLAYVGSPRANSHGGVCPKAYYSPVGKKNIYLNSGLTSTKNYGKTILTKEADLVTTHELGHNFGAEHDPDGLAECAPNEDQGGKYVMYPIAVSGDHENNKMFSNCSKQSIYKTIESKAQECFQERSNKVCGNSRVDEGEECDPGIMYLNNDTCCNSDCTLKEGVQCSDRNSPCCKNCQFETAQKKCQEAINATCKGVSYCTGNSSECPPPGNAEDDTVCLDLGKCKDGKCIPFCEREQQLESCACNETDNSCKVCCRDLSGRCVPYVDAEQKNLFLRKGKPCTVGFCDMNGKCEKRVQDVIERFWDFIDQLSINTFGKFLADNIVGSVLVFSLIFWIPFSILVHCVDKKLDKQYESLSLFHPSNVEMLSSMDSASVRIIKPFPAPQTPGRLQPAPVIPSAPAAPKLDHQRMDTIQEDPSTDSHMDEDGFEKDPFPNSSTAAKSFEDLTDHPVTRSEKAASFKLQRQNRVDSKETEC
SIAE primary: human SIAE inhibitors, primary screen, biochemical, fluorescence polarization, FP-Rh probe, 1536-well HTS; AID 1053197, 2014; 370,000 compounds, 0.69% hits; inhibition, % at 9.66 µM; SIAE FP-Rh probe binding; Sialate O-acetylesterase (Homo sapiens), Q9HAT2;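 active = inhibition above a cutoff: mean of compounds within the control limits plus 3 SD of those, cut at about 17% in these data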;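 also: 0% = plate median of compound wells and 100% = probe without SIAE protein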
ADAM10 inh: human ADAM10 inhibitors, primary screen, biochemical, QFRET, HTS; Disintegrin and metalloproteinase domain-containing protein 10 (Homo sapiens), O14672; 370,000 compounds, 0.62% hits; recombinant ADAM10, EDANS/DABCYL FRET peptide cleavage, 3 h; inhibition, % at 7 µM; AID 720582, 2013;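 active = inhibition above a per-campaign cutoff equal to the mean of compounds falling between control-based bounds plus 3 SD, cut at about 20% in these data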;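 also: 0% = DMSO wells while the 100% control is not disclosed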
TDP2 absorb: human TDP2 enzyme inhibitors, primary screen, biochemical, epi absorbance, recombinant enzyme | Tyrosyl-DNA phosphodiesterase 2 (Homo sapiens), O95551 | T5PNP hydrolysis, p-nitrophenol absorbance 415 nm | inhibition, % at 12.8 µM | 370,000 compounds, 0.34% hits;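 active = inhibition above the mean of all tested compounds plus 3 SD, set per campaign, cut at about 25% in these data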;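 also: 0% = DMSO with enzyme and 100% = buffer with substrate but no TDP2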
Target sequence (O95551 whole entry, looked up): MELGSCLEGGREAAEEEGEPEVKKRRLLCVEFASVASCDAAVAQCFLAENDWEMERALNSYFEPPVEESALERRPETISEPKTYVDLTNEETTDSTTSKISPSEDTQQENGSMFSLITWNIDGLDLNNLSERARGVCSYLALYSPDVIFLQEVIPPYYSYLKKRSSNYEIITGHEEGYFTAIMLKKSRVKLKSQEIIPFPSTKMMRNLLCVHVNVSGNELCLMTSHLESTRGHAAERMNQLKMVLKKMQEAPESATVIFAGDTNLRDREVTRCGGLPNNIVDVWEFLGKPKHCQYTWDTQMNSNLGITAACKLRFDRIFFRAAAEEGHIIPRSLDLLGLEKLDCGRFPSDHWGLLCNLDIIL
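Test system: human TDP2 enzyme; Input: 120 nM TDP2 per well; Buffer or medium: Mg2+-containing Tris-HCl buffer, pH 7.5; Reagent: 5 mM T5PNP; Dosing: 12.8 µM single point, 1% DMSO; Incubation: reaction 2 h, 37 °C; Detection: p-Nitrophenol epi absorbance; Read-out: % inhibition relative to enzyme-containing and enzyme-free wells; Replicates: single well per compound.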
Starred values were filed as active, the others as inactive; i = inactive; · = no result given.

SMILES	Tn6 DDE FP	DDE Tn7 FP inh	ARFGAP1 inh	PLCg1 inh	ASAP1 inh	PLC-beta3 inh	ADAM17 inh	SIAE primary	ADAM10 inh	TDP2 absorb
CC(C)C(=O)NC(NC(=S)Nc1ccc(S(N)(=O)=O)cc1)C(Cl)(Cl)Cl (stereo not drawn)	5	-1	0	6	-3	1	0	-7	6	-3
O=C(NCCNC(=O)Nc1ccc(Cl)cc1)Nc1ccc(Cl)cc1	-5	-6	5	0	4	3	0	9	-4	4
COc1ccc(CN2C/C(=C/c3ccccc3)N3C(=O)C[C@@H](c4ccccc4)N=C23)c(OC)c1	-1	7	·	-7	·	-8	4	3	4	0
Nc1ccc(S(=O)(=O)Nc2nc3ccccc3o2)cc1	-1	-5	-2	1	-8	-1	0	8	4	-2
c1coc(-c2nc3ccccc3nc2-c2ccco2)c1	-7	-1	-6	-22	-3	-36	-6	25*	-30	28*
CC(=O)Nc1ccc([N+](=O)[O-])cn1	-7	-1	11	8	13	2	-2	-6	3	-15
Oc1ccccc1/C=N/NC(=S)NC1CC2CCC1C2 (stereo not drawn)	-1	-4	9	-82	13	-97	-12	6	-19	10
CCC(=O)N(C)C[C@@H]1Oc2ncc(Br)cc2C(=O)N([C@@H](C)CO)C[C@H]1C	3	2	-6	-2	-12	-1	-1	5	3	-1
O=C(CCN1C(=O)C2C3C=CC(C3)C2C1=O)NCC1CCCO1 (stereo not drawn)	4	1	-12	-2	-6	2	1	2	5	-12
CCOc1ccc(Br)cc1CNc1ccc2c(c1)OCCO2	-5	-1	-2	-2	6	-8	-2	8	2	-1
C[C@@H]1CN(c2ccc(N3CCN(C(=O)OC(C)(C)C)C[C@H]3C)cc2C#N)C[C@H](C)O1	2	3	-2	-108	-9	-137	-17	2	-56	4
CN(CC(=O)Nc1ccccc1Cl)C(=O)C1CCN(S(=O)(=O)c2ccc3c(c2)OCCO3)CC1	-3	2	16	-1	-2	1	-4	-5	-8	-9
CCCCC(c1nc2ccccc2[nH]1)n1c(-c2ccccc2)nc2ccccc21 (stereo not drawn)	3	-3	2	3	-10	-90	-3	0	-6	-1
C=CCOc1ccc(/C=C(\C#N)C(=O)Nc2ccccn2)cc1OC	-2	-7	-14	-23	1	-35	-7	1	-16	9
C[C@@H]1CCCCO[C@H](CN(C)C(=O)Nc2ccc3c(c2)OCO3)[C@H](C)CN([C@@H](C)CO)C(=O)c2cc(NS(=O)(=O)c3ccc(Cl)cc3)ccc2O1	6	0	2	3	18	6	8	4	17	6
CCOc1ccc2nc(NC(=O)C3CCCN(S(=O)(=O)c4cccs4)C3)sc2c1 (stereo not drawn)	-6	-4	12	3	-2	0	-1	-34	11	3
CN(Cc1ccccc1C(F)(F)F)C(=O)C1CCC(=O)N(CC2CCCCC2)C1 (stereo not drawn)	-4	6	6	-1	1	0	-4	-6	-4	-3
O=C1NC[C@H](CCCCN2CCN(CCc3ccc(O)cc3)C(=O)C2=O)N(CCc2ccc(O)cc2)C1=O	-1	0	5	0	-13	1	-5	14	-4	10
CC(C)NC(=O)Nc1ccc2c(c1)C(=O)N([C@H](C)CO)C[C@H](C)[C@@H](CN(C)Cc1ccc(C(F)(F)F)cc1)OCCCC[C@@H](C)O2	-1	-4	10	2	-12	4	6	3	5	-12
CCOc1cc(NC(=S)Nc2cccc(C)c2)c(OCC)cc1NC(=O)CC(C)C	-3	0	6	2	-9	-1	-2	9	-5	5
Brc1ccc(NCc2cccc3ccccc23)nc1	-6	6	-1	0	8	-1	0	2	9	0
COc1ccc(C(=O)Nc2nc(-c3cccs3)cs2)cc1	-14	-2	2	-23	6	-20	10*	-18	21*	-8
CCOc1ccc(N(C(=O)CNC(=O)c2ccco2)C(C(=O)NC2CCCC2)c2cccnc2)cc1 (stereo not drawn)	6	-10	-1	4	1	-2	1	-4	11	-10
O=C(NC1CCCCC1NC(=O)c1cccs1)c1cccs1 (stereo not drawn)	-1	-7	8	3	-5	0	-1	-5	-6	-1
COC(=O)c1ccc(S(=O)(=O)N(Cc2ccccc2)Cc2ccccc2)n1C	3	3	5	1	2	-7	-1	0	-2	12

Next part:
SMILES	Tn6 DDE FP	DDE Tn7 FP inh	ARFGAP1 inh	PLCg1 inh	ASAP1 inh	PLC-beta3 inh	ADAM17 inh	SIAE primary	ADAM10 inh	TDP2 absorb
CC(/C=C/c1ccccc1F)=N\NC(=O)c1ccccc1	-2	0	18	0	7	2	2	8	3	5
CCOC(=O)C(/C=C(\C#N)C(=O)OCC)=C(/N)N1CCN(c2ccccc2)CC1	4	0	-2	4	12	9	6	-2	11	-7
Cn1c(=O)[nH]c(=O)c2c1nc(NC1CCCC1)n2Cc1ccccc1	-1	-12	2	0	8	-5	-2	0	4	-1
CCCNC(=S)NC1CC2CCCC(C1)N2CC(C)C (stereo not drawn)	8	-1	-1	-1	-14	4	-4	6	-10	0
CCN(Cc1cc2ccc(C)cc2[nH]c1=O)C(=O)c1ccncc1	4	2	7	-2	-8	-3	-11	5	-13	15
Cc1ccc(NC(=O)CNc2cccc(Br)c2)cc1S(=O)(=O)N1CCOCC1	3	3	21	0	-7	-9	-1	-11	-5	-2
COc1cc(/C=N/NC(=O)c2c(-c3ccccc3)noc2C)cc(OC)c1OC	-4	-5	1	-1	7	-3	-1	2	1	2
O=C(Nc1ccccc1)c1ccccc1NC(=O)C(F)(F)F	-3	-8	8	-4	-7	-4	-3	5	-6	-7
Cc1ccc(-c2ccc(CCC(=O)O)n2Cc2ccco2)cc1	10	1	-2	-44	-8	-58	-27	5	-81	-15
CCNC(=O)NC(=O)C(C)N1C(=O)NC(c2ccccc2)(c2ccccc2)C1=O (stereo not drawn)	9	4	0	2	4	-5	-1	-13	1	-6
CCCn1c2c(c(O)c(C(=O)NC)c1=O)CCCC2	-5	0	-2	-1	-5	-1	-5	-1	-13	-2
CC(=O)C1=CCC(c2ccc(Cl)cc2)N(S(=O)(=O)c2ccccc2)C1 (stereo not drawn)	1	5	-5	0	14	0	0	-4	-5	-1
O=C(COc1ccccc1)NS(=O)(=O)c1ccccc1	6	3	7	10.0*	0	-1	5	-14	2	-15
Cc1cc(NS(=O)(=O)c2ccc(NC(=O)c3cc(-c4cccnc4)nc4ccc(Cl)cc34)cc2)no1	-3	-2	4	0	-6	1	0	-9	7	9
CC(C)(C)n1cc(S(=O)(=O)c2ccccc2)[nH]c1=O	-3	-5	4	4	-7	9	-1	-8	-7	-15
CCN(CC)CCN1C(=O)c2ccccc2NC1c1ccccc1F (stereo not drawn)	-2	-6	2	-431	-7	i	-331	5	i	-1
CCc1nnc(NC(=O)CCC(=O)N2CCN(CCc3ccccc3)CC2)s1	-5	-6	13	8	-20	6	3	-1	1	-12
O=C(N/N=C/c1cccc(Cl)c1)c1c(O)c2c([nH]c1=O)CCCC2	-3	-2	3	8	8	-3	2	-6	8	-13
CCOC(=O)c1c(C)[nH]c(=S)c(C#N)c1-c1ccccc1	-2	-3	4	-5	-7	-9	2	12	2	5
O=C(NCc1ccco1)c1cc(-c2ccccc2)nc2ccccc12	2	-3	13	1	1	2	-1	-1	-4	1
O=C(CN1C(=O)CCC1=O)Nc1nc(-c2cccs2)cs1	-5	-1	-4	-1	-5	0	0	1	0	-1
CC(C)Cn1c(=O)c2ccccc2n2c(CCC(=O)NCC3CCCO3)nnc12 (stereo not drawn)	6	0	-2	-3	-4	-5	-1	0	-6	2
COc1cc2c(cc1OC)C(Cc1ccccc1[N+](=O)[O-])=NCC2	1	1	-10	-41	8	-80	-8	0	-38	4
CC1/C(=C\c2ccc(Cl)cc2)C(=O)C2CC1C2(C)C (stereo not drawn)	-15	6	2	-1	-4	0	-6	-2	3	3
CN(Cc1nccs1)C(=O)CC1C(=O)NCCN1Cc1ccc(-c2ccccc2)cc1 (stereo not drawn)	2	2	-1	-15	-3	-16	-2	4	-1	-9

Carrying on.
SMILES	Tn6 DDE FP	DDE Tn7 FP inh	ARFGAP1 inh	PLCg1 inh	ASAP1 inh	PLC-beta3 inh	ADAM17 inh	SIAE primary	ADAM10 inh	TDP2 absorb
COc1cc(C(=O)Nc2cccc(S(=O)(=O)N3CCCC3)c2)c([N+](=O)[O-])cc1OC	-2	4	10	5	9	-5	-5	6	-1	-3
COc1ccc(-c2nc3ccc(C(=O)NCCCN4CCOCC4)cc3nc2-c2ccc(OC)cc2)cc1	-4	10	1	i	8	i	-49	-6	-124	20
CC1=C(C(=O)N2CCCCCC2)CC(CC(=O)NC2CCCC2)C(=O)N1CCC1=CCCCC1 (stereo not drawn)	-1	2	-9	2	12	-1	-6	8	2	10
Cc1ccccc1NC(=O)C(C)OC(=O)CCC(=O)c1ccccc1 (stereo not drawn)	-1	1	-6	-2	5	-2	-2	-4	2	4
CCOc1ccc(S(=O)(=O)N2CN(c3cccc(C(C)=O)c3)c3nc4ccccc4nc32)cc1	4	-2	5	-10	-15	-12	-2	-12	-22	-18
N#Cc1c(N)c(C(=O)c2ccccc2)n2c1CCCC2	5	7	-6	0	-2	-3	-3	-7	-5	-6
CCOc1ccc(OCC)c(NC(=O)CN2CCN(CC(=O)NC(C)C)CC2)c1	5	-1	-6	2	-5	-3	-2	3	0	15
O=C(NCCc1ccccc1C(F)(F)F)C1CCC(=O)N(CCCN2CCCC2=O)C1 (stereo not drawn)	0	-3	-4	4	10	6	-2	-2	3	-12

Single values from the entries so far.
PLC-beta3 inh result of Cc1ccccc1NC(=O)C(C)OC(=O)CCC(=O)c1ccccc1 (stereo not drawn) → -2
ARFGAP1 inh result of CCOc1ccc(S(=O)(=O)N2CN(c3cccc(C(C)=O)c3)c3nc4ccccc4nc32)cc1 → 5

Assay outcomes deposited in PubChem by The Scripps Research Institute Molecular Screening Center.

Hits appear at their usual frequency, and some 3.6% of all compounds hit somewhere here.
